GASC1 inh – inhibitors of human demethylase GASC-1 KDM4C | Q9H3R0 | GST-KDM4C 2-372, H3K9me3 peptide, LANCE TR-FRET | inhibition, % at 12.5 µM | 96,000 tested, 0.15% active | AID 720574;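 active = mean replicate inhibition above about 25%, with at least 55% of replicates also reaching it, limit read from the data, passing the limit was not always enough; inconclusive = only one of those two conditions met; inactive = neither condition met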
Target sequence (Q9H3R0 2-372 limits assumed): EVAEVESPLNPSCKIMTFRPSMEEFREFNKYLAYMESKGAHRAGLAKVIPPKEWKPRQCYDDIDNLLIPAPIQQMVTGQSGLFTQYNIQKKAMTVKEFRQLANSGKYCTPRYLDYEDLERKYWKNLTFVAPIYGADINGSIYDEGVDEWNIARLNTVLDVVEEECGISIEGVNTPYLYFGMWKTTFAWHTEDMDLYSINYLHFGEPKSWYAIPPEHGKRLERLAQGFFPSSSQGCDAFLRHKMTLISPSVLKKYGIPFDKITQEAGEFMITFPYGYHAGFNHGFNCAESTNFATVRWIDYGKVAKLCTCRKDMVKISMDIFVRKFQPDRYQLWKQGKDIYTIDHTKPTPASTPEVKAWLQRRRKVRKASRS
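Test system – GST-tagged GASC-1 (JMJD2C) catalytic fragment, aa 2-372 · Medium – HEPES buffer, pH 7.5, plus ascorbate · Reagent – H3K9me3 peptide with Fe(II)/2OG · Compound – one test concentration per compound · Timing – 30 min reaction, 60 min detection, RT · Technique – TR-FRET with Eu antibody and ULight streptavidin, EDTA stop · Read-out basis – inhibition from TR-FRET ratio decrease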
Pf Dd2 growth – P. falciparum Dd2 growth inhibition | SYBR Green, 72 h; active compounds read low | activity change, % at 10 µM | 94,000 tested, 2.3% active; in the data active = activity change below about -80%; inconclusive = no clear call, values can overlap the other calls
Tcruzi prolif – T. cruzi proliferation inhibition | inhibition, % at 8.34 µM | 77,000 tested, 5.9% active | AID 624255 | T. cruzi beta-gal in NIH3T3, GalScreen luminescence, 90 h;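 active = mean inhibition above about 93%, with at least 55% of replicates each passing it, limit read from the data, passing the limit was not always enough; inconclusive = only one of those two conditions holds; inactive = neither condition holds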
C diff growth – inhibitors of Clostridium difficile growth. AID 1259249. growth activity, negative = inhibition, % at 16 µg/mL (by protocol). 86,000 tested, 0.25% active. Clostridium difficile clinical isolate growth, OD600, 24 h; active compounds read low;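 active = mean growth activity at or below -80% and every replicate also at or below -80%; inconclusive = mean at or below -80% but some replicate above -80%; inactive = mean growth activity above -80%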;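 also: 0% = DMSO wells and -100% = levofloxacin 16 µg/mL wells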
Active calls of the source: *; ? = inconclusive; · = no result given.

SMILES	GASC1 inh	Pf Dd2 growth	Tcruzi prolif	C diff growth
C[C@@H]1CN([C@@H](C)CO)C(=O)c2cc(NC(=O)Nc3cccc4ccccc34)ccc2O[C@@H](C)CCCCO[C@H]1CN(C)C(=O)c1ccccc1	·	3	41	-4
Cc1ccc(S(=O)(=O)N(C)C[C@H]2Oc3ccc(NS(C)(=O)=O)cc3C(=O)N([C@H](C)CO)C[C@H]2C)cc1	0.1	9	8	-1
Cc1ccccc1S(=O)(=O)N(C)C[C@H]1OCc2ccccc2-c2c(n(C)c3ccccc23)C(=O)N([C@@H](C)CO)C[C@@H]1C	-5.4	-85*	?	·
O=C(C[C@H]1CC[C@@H]2[C@H](COC[C@H](O)CN2S(=O)(=O)c2cccc(Cl)c2)O1)N1CCOCC1	1.7	7	4	·
C[C@@H]1CN([C@H](C)CO)C(=O)Cc2cc(NC(=O)CCC(F)(F)F)ccc2O[C@H]1CN(C)Cc1ccc(Cl)c(Cl)c1	0.2	28	46	-12
O=C(CN1CCOCC1)N[C@H]1CC[C@H](CCNC(=O)C2CCCC2)O[C@@H]1CO	3.9	-2	·	-5
CN1C(=O)c2cc(NC(=O)C3CC3)ccc2OC[C@H]2O[C@H](CC(=O)NCCN3CCCC3)CC[C@H]21	0.6	-1	12	-3
COc1ccc(S(=O)(=O)Nc2ccc3c(c2)C(=O)N([C@@H](C)CO)C[C@@H](C)[C@H](CN(C)S(=O)(=O)c2ccccc2)OCCCC[C@@H](C)O3)cc1	-0.4	-38	·	50
C[C@H](CO)N1C[C@H](C)[C@H](CN(C)Cc2ccc(-c3ccccc3)cc2)Oc2ccc(NC(=O)Cn3cnnn3)cc2CC1=O	12	4	31	-24
C[C@@H]1CN([C@@H](C)CO)C(=O)c2cc(NS(=O)(=O)c3ccc(F)cc3)ccc2O[C@H]1CN(C)Cc1ccccc1	-0.2	17	1	-3
COc1cccc(C(=O)Nc2ccc3c(c2)C(=O)N(C)C[C@@H](OC)[C@H](C)CN(CCc2ccccc2)[C@@H](C)CO3)c1	-1.4	-49	92*	·
CN(C)c1ccc2c(c1)[C@@H]1C[C@H](CC(=O)NCc3ccc(-c4ccccc4)cc3)O[C@@H](CO)[C@@H]1O2	6.1	-58	52	-13
CCCC#Cc1ccc2c(c1)O[C@H](CN(C)Cc1ccccn1)[C@@H](C)CN([C@H](C)CO)S2(=O)=O	0.8	·	104*	4
CN(C)CC(=O)N1[C@@H](CO)[C@@H](c2ccccc2)C12CN(Cc1cc(F)ccc1F)C2	1.3	-51	·	-3
C[C@@H]1CCCCO[C@@H](CN(C)Cc2ccncc2)[C@H](C)CN([C@@H](C)CO)C(=O)c2cc(N(C)C)ccc2O1	0.3	13	-2	-1
C[C@H](CO)N1C[C@H](C)[C@H](CN(C)Cc2ccc(C(=O)O)cc2)Oc2ccc(NC(=O)Nc3ccc(C(F)(F)F)cc3)cc2CC1=O	1.1	20	-2	32
Cc1ccccc1-c1cnc2c(c1)C(=O)N([C@@H](C)CO)C[C@@H](C)[C@@H](CN(C)C(=O)c1ccccc1)O2	0.8	-2	47	8
COc1ccc(NC(=O)Nc2ccc3c(c2)C(=O)N([C@H](C)CO)C[C@H](C)[C@@H](CN(C)C(=O)Nc2ccc(C(F)(F)F)cc2)OCCCC[C@H](C)O3)cc1	1.3	-90*	?	-2
C[C@@H]1CN([C@@H](C)CO)C(=O)CCCn2nncc2CO[C@H]1CN(C)Cc1ccccc1C(=O)O	1.1	-25	58	·
CCCC(=O)N1CC2(C1)CN(C(=O)C1CC1)[C@@H](CO)c1[nH]c3cc(OC)ccc3c12	-0.6	-3	·	-2
CCN(C[C@H]1N[C@@H](CO)[C@@H]1c1ccc(-c2ccccc2)cc1)C(=O)COC	0.2	-9	85	-9
COc1ccc2c3c(n(C)c2c1)[C@H](CO)N(C(=O)NC(C)C)CC31CCN(Cc2nccs2)CC1	1.0	-59	·	-4
CO[C@H]1CN(C)C(=O)c2cc(NC(=O)c3ccccc3)ccc2OC[C@@H](C)NC[C@H]1C	4.7	-7	-26	·
COc1ccccc1-c1cnc2c(c1)C(=O)N([C@@H](C)CO)C[C@H](C)[C@H](CN(C)C(=O)c1ccccc1)O2	-0.7	11	?	44
Cc1cc(C(=O)Nc2cccc3c2O[C@@H](CN(C)Cc2ccc(Cl)c(Cl)c2)[C@@H](C)CN([C@H](C)CO)C3=O)n(C)n1	-1.1	-9	-7	3
CC(=O)N1CC2(C1)[C@H](c1ccc(-c3ccc(C#N)cc3)cc1)[C@@H](CO)N2C(=O)C1CC1	-0.5	20	·	-3
C[C@@H]1CCCCO[C@H](CN(C)S(=O)(=O)c2ccccc2)[C@@H](C)CN([C@@H](C)CO)C(=O)c2cc(NS(=O)(=O)c3ccccc3)ccc2O1	-0.4	-55	79	·
C[C@@H]1CN([C@@H](C)CO)C(=O)c2cc(NS(=O)(=O)c3ccc(Cl)cc3)ccc2O[C@@H](C)CCCCO[C@@H]1CN(C)C(=O)Nc1ccc(F)cc1	-0.8	-51	·	·
CN1C(=O)c2cc(NC(=O)c3ccc(F)c(F)c3)ccc2OC[C@@H]2O[C@H](CC(=O)N3CCCCC3)CC[C@@H]21	-1.3	-24	23	11
COCC(=O)Nc1ccc2c(c1)C(=O)N(C)[C@@H]1CC[C@@H](CC(=O)NCc3ccccc3F)O[C@H]1CO2	-1.8	-6	-26	-4
C[C@H](NC(=O)[C@@H]1[C@@H](CO)[C@@H]2Cn3c(ccc(-c4ccccc4)c3=O)[C@H]1N2C)c1ccccc1	-0.1	15	31	3
C[C@@H]1CN([C@@H](C)CO)C(=O)c2cc(C#Cc3ccccn3)cnc2O[C@H]1CN(C)Cc1cccnc1	-0.8	9	87	5
C[C@@H]1CCCCO[C@@H](CN(C)Cc2ccc(C(=O)O)cc2)[C@@H](C)CN([C@@H](C)CO)C(=O)c2cc(NS(=O)(=O)c3ccc(Cl)cc3)ccc2O1	0.2	-43	-8	-1
CO[C@@H]1CN(C)C(=O)c2ccc(NC(=O)C3CCC3)cc2OC[C@@H](C)N(Cc2cccnc2)C[C@H]1C	-0.8	·	26	·
COc1ccc(CN(C)C[C@H]2OCCCC[C@@H](C)Oc3ccc(NC(=O)NC(C)C)cc3C(=O)N([C@H](C)CO)C[C@@H]2C)cc1	0.0	·	-15	2
CC(C)NC(=O)Nc1cccc2c1O[C@H](CN(C)Cc1ccc(Cl)c(Cl)c1)[C@@H](C)CN([C@H](C)CO)C2=O	-0.3	-19	17	28
CC(C)C#Cc1cnc2c(c1)C(=O)N([C@@H](C)CO)C[C@@H](C)[C@H](CN(C)C(=O)CCN1CCCCC1)O2	0.1	·	15	8
C[C@H]1CN([C@@H](C)CO)C(=O)c2cc(NS(=O)(=O)c3ccc(F)cc3)ccc2O[C@H]1CN(C)C(=O)Nc1ccc(F)cc1	-3.0	15	1	-2
COc1ccc(CN(C)C[C@@H]2Oc3ccc(NS(=O)(=O)c4ccc(OC)cc4)cc3CC(=O)N([C@@H](C)CO)C[C@@H]2C)cc1	0.4	-21	76	-8
CC1C=NC(S(=O)(=O)N2CC[C@@H]3[C@H](CO)N(C)c4ccc(-c5ccccc5F)cc4[C@@H]32)=N1 (stereo partly drawn)	0.9	15	70	-3
O=C(Cc1ccncc1)NCC[C@@H]1CC[C@@H](NC(=O)C2CCC2)[C@@H](CO)O1	-0.6	1	22	·
CCC(=O)Nc1ccc2c(c1)C(=O)N(C)C[C@@H](OC)[C@H](C)CN(C(=O)c1ccccc1F)[C@@H](C)CO2	0.7	30	15	·
CNC[C@H]1Oc2ccc(NC(=O)Cc3cn(C)c4ccccc34)cc2CC(=O)N([C@@H](C)CO)C[C@@H]1C	0.7	11	-42	-1
O=C(C[C@@H]1C[C@H]2c3cc(NC(=O)NC4CCCC4)ccc3O[C@H]2[C@@H](CO)O1)NC1CCCC1	0.5	4	5	·
C[C@@H]1CN([C@@H](C)CO)C(=O)c2cc(NC(=O)CCC(F)(F)F)ccc2O[C@@H](C)CCCCO[C@@H]1CN(C)Cc1ccc(C(=O)O)cc1	0.6	42	11	-2
CO[C@@H]1CN(C)C(=O)c2ccc(NC(=O)C3CC3)cc2OC[C@@H](C)N(C(=O)c2ccncc2)C[C@@H]1C	0.5	7	-7	-3
CCC(=O)N1CC(=O)N2[C@H](CO)[C@H](c3ccc(-c4ccc(C#N)cc4)cc3)[C@@H]2C1	0.9	20	·	1
N#C[C@@H]1[C@H](c2ccccc2-c2ccccc2)[C@@H](CO)N1C(=O)Cc1cccnc1	-1.3	-53	·	-4

A section taken from the entries so far, as a working copy:
SMILES	GASC1 inh	Pf Dd2 growth	Tcruzi prolif	C diff growth
CCC(=O)Nc1ccc2c(c1)C(=O)N(C)C[C@@H](OC)[C@H](C)CN(C(=O)c1ccccc1F)[C@@H](C)CO2	0.7	30	15	·
CNC[C@H]1Oc2ccc(NC(=O)Cc3cn(C)c4ccccc34)cc2CC(=O)N([C@@H](C)CO)C[C@@H]1C	0.7	11	-42	-1
O=C(C[C@@H]1C[C@H]2c3cc(NC(=O)NC4CCCC4)ccc3O[C@H]2[C@@H](CO)O1)NC1CCCC1	0.5	4	5	·
C[C@@H]1CN([C@@H](C)CO)C(=O)c2cc(NC(=O)CCC(F)(F)F)ccc2O[C@@H](C)CCCCO[C@@H]1CN(C)Cc1ccc(C(=O)O)cc1	0.6	42	11	-2
CO[C@@H]1CN(C)C(=O)c2ccc(NC(=O)C3CC3)cc2OC[C@@H](C)N(C(=O)c2ccncc2)C[C@@H]1C	0.5	7	-7	-3
CCC(=O)N1CC(=O)N2[C@H](CO)[C@H](c3ccc(-c4ccc(C#N)cc4)cc3)[C@@H]2C1	0.9	20	·	1

Other records:
SMILES	GASC1 inh	Pf Dd2 growth	Tcruzi prolif	C diff growth
C[C@@H]1CN([C@H](C)CO)C(=O)c2cc(NS(=O)(=O)c3ccc(F)cc3)ccc2O[C@@H]1CN(C)S(=O)(=O)c1cn(C)cn1	-2.4	22	7	-3
COCCNC(=O)C[C@H]1CC[C@@H]2[C@@H](COc3ccc(NC(=O)Cc4ccccc4)cc3C(=O)N2C)O1	4.5	-28	-54	32
COc1ccccc1NC(=O)N1CC(=O)N2[C@H](CO)[C@@H](c3ccc(C#Cc4ccc(F)cc4)cc3)[C@H]2C1	-2.1	-10	·	-1
CC(=O)N1[C@@H](CO)[C@@H](c2ccccc2)C12CN(C(=O)CN1CCOCC1)C2	-1.5	-1	·	4
CCCNC(=O)N1CC2(CN(C(=O)C3CCCCC3)C2)c2c([nH]c3cc(OC)ccc23)[C@@H]1CO	-2.8	-6	·	-7
CN(C)C(=O)c1ccc(-c2ccc([C@@H]3[C@H]4CN(C(=O)C5CCC5)CC(=O)N4[C@H]3CO)cc2)cc1	-0.5	-22	·	-2
CCCNC(=O)Nc1ccc2c(c1)C(=O)N(C)C[C@H](OC)[C@@H](C)CN(C)[C@H](C)CO2	-0.7	15	17	-5
COc1ccc(NC(=O)N[C@H]2CC[C@@H](CCn3cc(C4(O)CCCC4)nn3)O[C@@H]2CO)cc1	0.1	-20	25	1
CO[C@H]1CN(C)C(=O)c2ccc(NS(=O)(=O)c3cn(C)cn3)cc2OC[C@H](C)N(CCC(F)(F)F)C[C@@H]1C	1.0	27	·	8
CCCNC(=O)N1C[C@@H](C)[C@H](OC)CN(C)C(=O)c2ccc(NC(C)=O)cc2OC[C@H]1C	0.6	10	·	4
COc1ccccc1-c1cn(CC[C@H]2CC[C@H](NC(=O)CCN3CCCCC3)[C@@H](CO)O2)nn1	0.4	-36	-8	-2
Cc1ccc(S(=O)(=O)N2CC[C@@H]3[C@@H](CO)Nc4ccc(-c5cccc(C(=O)N(C)C)c5)cc4[C@@H]32)cc1	-2.0	-2	23	-5
C[C@H](CO)N1C[C@H](C)[C@@H](CN(C)C(=O)c2cccc(F)c2)Oc2cc(-c3cccc(F)c3)ccc2S1(=O)=O	-0.2	-52	76	1
C[C@@H]1CN([C@H](C)CO)C(=O)Cc2cc(NC(=O)Nc3ccc4c(c3)OCO4)ccc2O[C@H]1CN(C)Cc1ccc(Oc2ccccc2)cc1	11	9	?	-9
COc1ccc(S(=O)(=O)Nc2ccc3c(c2)C(=O)N([C@H](C)CO)C[C@H](C)[C@H](CN(C)Cc2ccccc2)O3)cc1	1.1	7	4	-2
CC(C)NC(=O)N(C)C[C@@H]1Oc2c(NS(=O)(=O)c3cccs3)cccc2C(=O)N([C@H](C)CO)C[C@@H]1C	0.5	9	11	1
CNC[C@@H]1Oc2ccc(NC(=O)Cc3ccccc3)cc2C(=O)N([C@@H](C)CO)C[C@@H]1C	-0.2	5	34	1
C/C=C/c1cnc2c(c1)C(=O)N([C@@H](C)CO)C[C@@H](C)[C@@H](CN(C)C(=O)CN1CCOCC1)O2	-2.1	-22	53	5
C[C@@H]1CN([C@@H](C)CO)C(=O)c2cccc(NC(=O)c3ccncc3)c2O[C@H]1CN(C)CC1CCCCC1	-0.4	-44	78	8
Cc1ccc(S(=O)(=O)N[C@@H]2CC[C@H](CCNC(=O)c3ccccc3F)O[C@@H]2CO)cc1	0.7	-7	-24	·

Bioassay records as filed in PubChem.
